# High-throughput results (PubChem BioAssay)
# KB-V1 MDR tox – kills drug-selected multidrug resistant KB-V1 cells; KB-V1 MDR cells viability, CellTiter-Glo, 72 h; Potency, µM (series often up to 46.1 µM), inactives show at the top dose activity change, negative = cytotoxicity, usual class: cytotoxic; hit rate 3.4% among 400,000; AID 1347076; note: % is set by controls: 0 for no effect and ±100 for the full control effect; nearly all actives have a fitted effect of over 60% in size
#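 In this primary screen, KB-V1 cells overexpressing P-gp are incubated with library compounds (lowest to highest concentration) for 72 h at 37 degrees C before a luminescent ATP viability read.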
# SW480 rereplic – DNA re-replication induction in SW480 cells | SW480 DNA re-replication, Hoechst DNA content imaging, 48 h | Potency, µM (doses to about 46.1 µM), inactives show at the highest dose re-replication activation, usual class: activators | hit rate 1.8% among 340,000 | AID 624297; note: % of control where 0% means no effect; nearly all actives have a fitted effect of over 55% in size
#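 Readout is total intensity of Hoechst-stained nuclei, excited at 405 nm and collected at 500-530 nm. Compound treatment lasted 48 hr at 37 C in 5% CO2 before staining.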
# GLP1R ag – GLP-1 receptor (human) agonism. P43220. HEK293 GLP-1R CRE-luciferase, luminescence, 4-6 h; cells express a hypersensitive GLP-1R form. Potency, µM (top dose mostly 45.6 µM), without a hit: top-dose activation, usual class: activators. hit rate 0.007% among 380,000; note: % of control where 0% means no effect
# Target sequence (P43220 whole entry, looked up): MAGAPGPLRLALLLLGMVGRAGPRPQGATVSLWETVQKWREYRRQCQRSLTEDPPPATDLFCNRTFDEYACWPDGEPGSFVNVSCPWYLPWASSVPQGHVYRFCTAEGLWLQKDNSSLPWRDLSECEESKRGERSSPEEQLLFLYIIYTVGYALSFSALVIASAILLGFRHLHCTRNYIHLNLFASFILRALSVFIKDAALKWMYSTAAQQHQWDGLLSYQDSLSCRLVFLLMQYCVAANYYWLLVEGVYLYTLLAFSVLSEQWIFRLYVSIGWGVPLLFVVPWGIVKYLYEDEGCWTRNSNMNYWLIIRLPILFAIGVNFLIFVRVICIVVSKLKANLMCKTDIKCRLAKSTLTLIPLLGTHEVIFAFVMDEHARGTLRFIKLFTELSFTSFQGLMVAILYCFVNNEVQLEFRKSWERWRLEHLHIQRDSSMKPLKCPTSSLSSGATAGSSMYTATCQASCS
# HT1080-NT tox – kills 2HG-producing HT-1080-NT fibrosarcoma cells. Potency, µM (titrated, usually from 46.1 µM), inactives show at the top dose activity, negative = less viability, most hits filed as cytotoxic. HT-1080-NT fibrosarcoma viability, CellTiter-Glo ATP luminescence, 48 h. hit rate 1.6% among 360,000. AID 686970;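 note: NT is the 2HG producing partner of a matched IDH1 knockdown line; 0% = DMSO-treated cells and -100% = media-only wells without cells; nearly all actives have a fitted effect of over 55% in size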
#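 Read-out is CellTiter-Glo luminescence after 10 minutes at room temperature, following 48 hours' compound treatment of HT-1080-NT cells (750 cells/well, RPMI, 5% FBS, 37 degrees C).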
# GLP1R cytotox – cytotoxicity in counter-screen for GLP-1R inverse agonists; HEK293 cAMP-luciferase reporter cells, luminescence, 24 h; Potency, µM (titrated, usually from 38.3 µM), inactives show top-dose activity change, negative = inhibition, actives largely listed as inhibitors; hit rate 0.13% among 410,000;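 note: loss of luciferase light is scored as toxicity; % is set by controls: 0 for no effect and ±100 for the full control effect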
#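 Quantitative HTS format, 1536 wells, 200 cells/uL seeded. Compounds: 23 nL, 24 h, 37 °C. Detection: luciferase reagent, luminescence at 12 min RT; decreased signal taken as cytotoxic.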
# TDP43 rescue – rescues yeast growth from TDP-43 toxicity; TDP-43 expressing yeast growth rescue, BacTiter-Glo, 24 h; Potency, µM (titrated, usually from 46.1 µM), for the others: top-dose growth rescue (activation), usual class: activators; hit rate 1.8% among 410,000; note: % of control where 0% means no effect; nearly all actives have a fitted effect of over 50% in size
#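 Readout is BacTiter-Glo luminescence of cell growth, so inhibitors register as activators. TDP-43-expressing yeast at OD600=0.02 in galactose medium, after raffinose pregrowth to mid-log, were incubated with compound for 24 hr at 30 deg C.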
# GLP-1R inv ag – inverse agonists of human GLP-1 receptor | hit rate 1.6% among 410,000 | Potency, µM (highest dose often 38.3 µM), for the others: top-dose activity change, negative = inhibition, most hits filed as inhibitors | HEK293 GLP-1R CRE-luciferase, luminescence, 24 h; GLP-1R form is constitutively active | P43220; note: % is set by controls: 0 for no effect and ±100 for the full control effect; nearly all actives have a fitted effect of over 55% in size
#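 Assay principle: reduced luminescence from a cAMP-responsive reporter in HEK293 cells co-expressing a constitutively active GLP-1R. Conditions: 24 hr compound incubation, 37 deg C, 5% CO2.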
# HT1080 IDH1KD tx – kills HT-1080 cells with IDH1 knockdown. HT-1080 IDH1 knockdown viability, ATP luminescence, 48 h. Potency, µM (doses to about 46.1 µM), for the others: at the top dose activity, negative = toxicity, actives largely listed as cytotoxic. hit rate 2% among 360,000;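 note: 0% = DMSO wells and -100% = cell-free medium wells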
#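 CellTiter-Glo luminescence after 48 h compound exposure at 37 degrees C of IDH1-knockdown HT-1080 cells in 5% FBS RPMI. %Activity scaled between DMSO wells and cell-free media wells, with curves fitted and assigned curve classes.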
# KB-3-1 cytotox – KB-3-1 parental cell cytotoxicity; KB-3-1 viability, CellTiter-Glo ATP luminescence, 72 h; Potency, µM (titrated, usually from 46.1 µM), without a hit: at the highest dose activity change, negative = cytotoxic, most hits filed as cytotoxic; hit rate 1.4% among 400,000; note: % is set by controls: 0 for no effect and ±100 for the full control effect; nearly all actives have a fitted effect of over 60% in size
#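 KB-3-1 cells, DMEM (no phenol red) + 10% FBS; compound by pin transfer, 72 h, 37 °C. Readout: CellTiter-Glo luminescence after 10 min. Data normalized, curve-fitted.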
# Numbers without * were called inactive; ? = inconclusive; / = no result given; [ ] = dose if it differs, or a comment. Calls come from the whole dose curve; as a rule, active = well fitted curve in the direction sought with a large enough effect; inconclusive = small, poorly fitted or top-dose-only effect, or another doubt; inactive = no such curve, though single readings can be large; an effect the other way counts as inactive or inconclusive. Potency is the fitted concentration of half-maximal effect.
SMILES,KB-V1 MDR tox,SW480 rereplic,GLP1R ag,HT1080-NT tox,GLP1R cytotox,TDP43 rescue,GLP-1R inv ag,HT1080 IDH1KD tx,KB-3-1 cytotox
Cc1cccc(CSc2nnc([C@@H]3CCCN3)o2)c1,-11%,-3%,9%,0%,-1%,13%,27%,6%,6%
Cn1c(N)c(C(=O)COC(=O)C2CCCN2C(=O)c2cccs2)c(=O)n(C)c1=O (stereo not given),0%,-10%,7%,2%,36%,?,25%,-2%,22%
COc1ccc(CC(=O)NNC(=S)Nc2ccccc2)cc1Cl,-19%,0%,-1%,1%,10%[0.307 µM],11%,24%[0.307 µM],-1%,0%
O=C(CSc1nc(NS(=O)(=O)c2ccccc2)cc(=O)[nH]1)Nc1ccccc1Cl,-4%,-1%,0%,8%,-1%,28%,0%,6%,-5%
CCCC[C@@H]1CNC(=S)N1CCc1cccc2ccccc12,-3%,-9%,20%,-1%,-1%,35µM*,3.5µM*,9%,-4%
CCN(CC)CCN(Cc1cc2cc3c(cc2[nH]c1=O)OCO3)C(=S)NCCOC,25%,-1%,-5%,-2%,-3%,5%,1%,1%,12%
CCN(C(=O)c1sc2nc3n(c(=O)c2c1C)CCCCC3)c1ccccc1F,-7%,/,/,/,-14%,12%,-6%,/,4%
CCN(CC)C(=O)Oc1ccc(NC(C)=O)cc1,-27%,-3%,-15%,6%,1%,25%,-7%,18%,1%
COc1ccccc1NC(=O)COC(=O)CN1C(=O)C(=O)c2ccccc21,-2%,1%,3%,33%,-3%,4%,20%,0%,3%
Cc1ccc2nc(-c3ccc(NC(=O)CSc4nccc(=O)[nH]4)cc3)sc2c1,-10%,19%,7%,-7%,12%,25%,-11%,-20%,1%
CCOc1ccc(-c2c(C(=O)N/N=C/c3ccc(C)cc3)nnn2-c2nonc2N)cc1,17%,1%,0%,-1%,3%,4%,?,-1%,1%
Cc1ccc(C)c(S(=O)(=O)N2CCN(C(=O)CCNS(=O)(=O)c3ccc(C)c(C)c3)CC2)c1,2.9µM*,1%,9%,-9%,-6%,-11%,?,-25%,?
CCc1ccccc1NC(=O)c1ccc2nc(N3CCOCC3)sc2c1,3%,20%,14%,0%,-10%,4%,18%,-15%,2%
CCOC(=O)C(Cc1ccccc1)c1ccnc2ncnn12 (stereo not given),21%,-11%,1%,15%,0%,-5%[9.22 µM],0%,20%,11%
C=C1C[C@H](O[C@@H]2O[C@H](CO)[C@@H](O)[C@H](O)[C@H]2O)[C@@H]2[C@H](OC(=O)[C@H]2C)[C@H]2[C@H](C)[C@H](O)C[C@@H]12,0%,-95%[inhibitor],-4%,11%,-7%,15%,10%,6%,0%
CC(=O)N/C(=C\c1ccc(C)o1)C(=O)NCc1ccccc1,23%,0%,-4%,3%,9%,7%,2%,-10%,0%
Clc1ccccc1N/N=C/c1ccc2c(c1)OCO2,-1%,-5%,6%,-5%,-5%,18µM*,?,-14%,-2%
COc1cccc(CN(C)C(=O)CSCC(=O)Nc2cc(C)on2)c1OC,-8%,-31%[inhibitor],8%,2%,-1%,-17%,41%[activator],3%,28%
O=C(Cn1nc(-c2ccc(Cl)cc2)c2ccccc2c1=O)Nc1cccc(C(F)(F)F)c1,-29%,/,/,/,2%,0%,?,/,4%
COc1ccc(Br)cc1/C=c1\sc2nc(-c3ccco3)nn2c1=O,-1%,-2%,-19%,4%,-1%,1%,1%,8%,-3%
CCc1ccc(NC(=O)c2ccccc2NC(=O)C2CCCO2)cc1 (stereo not given),6.5µM*,8%,0%,-3%,4%,-1%,-19%,-3%,-4%
COc1cccc(C(=O)NCC(=O)N/N=C/c2cccc(OC(=O)c3ccc([N+](=O)[O-])cc3)c2)c1,4%,-2%,2%,14%,12%,3%,5%,8%,17%
Cc1nc(SCC(=O)Nc2cccnc2Cl)nc(C)c1C,?,-6%,18%,2%,-4%,?,27%,0%,14%
COc1ccc2[nH]c3c(c2c1)CCN1C(=O)C(CC(=O)NCCCN(C)C)C[C@H](C(=O)N2CCOCC2)[C@@]31CCC1CCCC1 (stereo not given in full),8%,16%,6%,-2%,-9%,11%,2%,-1%,5%
CCOC(=O)C1CCCN(CC(=O)Nc2c(C(=O)OC)[nH]c3ccc(Br)cc23)C1 (stereo not given),0%,9%,-22%,?,-30%,-15%,?,?,-16%
Cc1nn(-c2ccccc2)cc1C(=S)Nc1ccccc1,-11%,5%,20%,-13%,-10%,?,?,-12%,-29%
COc1ccc(C2CN=NC23CCc2ccccc2C3=O)cc1 (stereo not given),?,50%,-3%,?,-16%,23%,?,16µM*,?
CCCCn1c(SCC(=O)NC2CC(C)(C)NC(C)(C)C2)nc2cc(S(N)(=O)=O)ccc21,0%,0%,-4%,8%,-4%,-1%,4%,10%,9%
O=C(NCc1cccc(Cl)c1)c1ccc(-c2cccnc2)c2ccoc12,-4%,/,?,2%,-7%,35µM*,4%,-16%,0%
COc1ccc(S(=O)(=O)N2CCCC(C(=O)NCCN3CCOCC3)C2)cc1C (stereo not given),-19%,-7%,-1%,-2%,10%,-14%,7%,-1%,0%

# A second format for part of the listing above:
smiles | KB-V1 MDR tox | SW480 rereplic | GLP1R ag | HT1080-NT tox | GLP1R cytotox | TDP43 rescue | GLP-1R inv ag | HT1080 IDH1KD tx | KB-3-1 cytotox
C=C1C[C@H](O[C@@H]2O[C@H](CO)[C@@H](O)[C@H](O)[C@H]2O)[C@@H]2[C@H](OC(=O)[C@H]2C)[C@H]2[C@H](C)[C@H](O)C[C@@H]12 | 0% | -95%[inhibitor] | -4% | 11% | -7% | 15% | 10% | 6% | 0%
CC(=O)N/C(=C\c1ccc(C)o1)C(=O)NCc1ccccc1 | 23% | 0% | -4% | 3% | 9% | 7% | 2% | -10% | 0%
Clc1ccccc1N/N=C/c1ccc2c(c1)OCO2 | -1% | -5% | 6% | -5% | -5% | 18µM* | ? | -14% | -2%
COc1cccc(CN(C)C(=O)CSCC(=O)Nc2cc(C)on2)c1OC | -8% | -31%[inhibitor] | 8% | 2% | -1% | -17% | 41%[activator] | 3% | 28%
O=C(Cn1nc(-c2ccc(Cl)cc2)c2ccccc2c1=O)Nc1cccc(C(F)(F)F)c1 | -29% | / | / | / | 2% | 0% | ? | / | 4%

# The results go on.
SMILES,KB-V1 MDR tox,SW480 rereplic,GLP1R ag,HT1080-NT tox,GLP1R cytotox,TDP43 rescue,GLP-1R inv ag,HT1080 IDH1KD tx,KB-3-1 cytotox
O=C(CN1CCN(Cc2ccccc2)CC1)N1CCCCCC1,-15%,-1%,-1%,16%,7%,3%,2%,16%,-7%
CC1C(=O)N(Cc2ccccc2)c2ccccc2N1C(=O)c1ccccc1 (stereo not given),-2%,14%,4%,-1%,4%,-14%,?,-4%,-7%
Cc1oc(-c2ccc(Cl)cc2)nc1CS(=O)CC(=O)NCCCN1CCCC(C)C1 (stereo not given),-8%,-2%,-2%,?,-23%,-12%,?,?,0%
COCCOC(=O)c1c(C)oc2c1cc(NS(=O)(=O)c1ccc(Cl)c(C)c1)c1ccccc12,-15%,/,/,/,19%,3%,4%,/,0%
Cc1ccc(S(=O)(=O)Nc2cccc(CP(=O)(c3ccccc3)c3ccccc3)c2)cc1,0%,-11%,10%,-22%,-2%,-7%,-29%,-20%,9%
C/C(=N\Nc1ccc(S(=O)(=O)Nc2ccccc2)cc1[N+](=O)[O-])c1ccc(N2CCOCC2)cc1,-17%,-11%,-7%,1%,7%,-2%,11%,-1%,5%
CCc1ccc(C(C)NC(=O)c2cccs2)cc1 (stereo not given),-9%,-7%,8%,-7%,11%,4%,?,-7%,-14%
Cc1cc(C)c2nc(NC(=O)CN3C(=O)NC4(CCCC4)C3=O)sc2c1,15%,2%,3%,1%,-1%,-14%,-5%,?,1%
O=C(NCCOc1ccccc1)N1[C@H]2CC[C@@H]1C=C(c1ccc(F)cc1OCc1ccccc1)C2,?,/,6%,-29%,-7%,22%,?,?,?
Cc1c2cnn(CC(=O)NCc3ccc(F)cc3)c(=O)c2c(C)n1Cc1cccc(Cl)c1,?,/,/,/,-30%,21%,?,/,?
CN(CC(=O)Nc1ccccc1Br)C(=O)CCc1nc2ccccc2c(=O)[nH]1,-17%,-9%,3%,1%,0%,-7%,2%,-8%,0%
Cc1nc2sc(C(c3ccc(Cl)cc3)N3CCN(CCO)CC3)c(O)n2n1 (stereo not given),-11%,-7%,-2%,0%,-2%,-11%,-6%,-8%,-13%
O=C(NCc1cccc(C(F)(F)F)c1)N1CCN(C(=O)c2ccccc2)CC1,?,-1%,5%,2%,-14%,15%,-10%,1%,1%
Cn1c(=O)cc(SCC(=O)N2CCN(c3ccccc3F)CC2)c2ccc(Cl)cc21,-5%,/,/,/,1%,?,5%,/,24%
CC1CCC2(CC1)NC(=O)N(CC(=O)N1CCc3ccccc3C1)C2=O (stereo not given),?,0%,1%,-12%,?,12%,?,-9%,-1%
COC(=O)C1CCC(C)(C(=O)Nc2ccccc2)C1(C)C (stereo not given),0%,-1%,7%,-3%,7%,4%,4%,0%,-7%
Cc1c(OC(C)C(=O)NCC2CCC(C(=O)O)CC2)ccc2c(-c3ccccc3)cc(=O)oc12 (stereo not given),-18%,-60%[inhibitor],11%,-1%,1%,13%,20%,-9%,-17%
CCOc1ccc(NS(=O)(=O)c2cccc(C(=O)N3CCN(C/C=C/c4ccccc4)CC3)c2)cc1,6.5µM*,5%,-11%,6%,-29%,3%,10µM*,0%,18µM*
COc1ccccc1C(=O)Nc1ccnn1C1CCN(C(=O)c2ccoc2)CC1,/,2%,5%,-8%,-8%,-2%,10%,-5%,/
NC(=O)C[C@@H]1N[C@]2(C(=O)Nc3ccccc32)[C@@H]2C(=O)N(c3cc(C(F)(F)F)ccc3Cl)C(=O)[C@H]12,0%,0%,-6%,4%,0%,2%,3%,-4%,2%
CS(=O)(=O)c1ccc2nc(N)sc2c1,10%,-4%,2%,2%,-15%,0%,15%,-4%,7%
Cc1ccc(S(=O)(=O)c2ncccc2N)cc1,0%,1%,-9%,1%,0%,16%,6%,-2%,-5%
CCN(CCCNC(=O)c1cc2c(-c3cccc(OC)c3)nn(C)c2s1)Cc1ccccc1,0%,?,9%,?,?,-9%,?,?,-3%
Cc1ccc(C)c(CSCc2nc3ccccc3[nH]2)c1,18%,2%,15%,4%,?,19%,?,0%,-1%
